Compound activity (PubChem)
Rac1 mut GTP = GTP binding modulators of activated mutant Rac1, primary screen, biochemical, bead-based flow cytometry, multiplex, fluorescent GTP | percent activity (GTP binding), % at 10 µM | GST-Rac1 activated beads; actives lie on both sides; 100% means binding = to untreated wells | Ras-related C3 botulinum toxin substrate 1 (Homo sapiens), P63000 | AID 764, 2007 | 190,000 compounds, 0.11% hits;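 active = GTP binding at least 20 percentage points away from the 100% baseline, in either direction, so actives lie on both sides; inconclusive = Compound likely fluorescent itself, or too few beads counted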
Rac1 wt GTP bind = wildtype Rac1 GTP binding modulators, primary screen, biochemical, GST-Rac1 beads, flow cytometry, multiplex. fluorescent GTP binding; actives lie on both sides; 0 = cold GTP competed, 100 = untreated. AID 757, 2007. 190,000 compounds, 0.27% hits. GTP binding activity (% of control), % at 10 µM;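 active = GTP binding activity at least 20 points away from the 100% control level, either lower or higher; inconclusive = compound flagged as likely green fluorescent, judged across all proteins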
Avidin fluor = green autofluorescence of compounds with avidin beads – biophysical, 488/530 nm, flow cytometry, artefact control, profiling panel | 220,000 compounds, 0.38% hits | fluorescence (KMESF) at 10 µM | compound fluorescence 488/530 nm; active compounds read high; in the data active = fluorescence above about 47; also: inactives centre near 10
Mcl1-Bid inh = Mcl-1/Bid binding inhibitors, primary screen, biochemical, TR-FRET, 1536-well; TR-FRET Mcl-1/Bid-Dy647 peptide binding; 220,000 compounds, 0.97% hits; inhibition, % at 21.7 µM; Induced myeloid leukemia cell differentiation protein Mcl-1 (Homo sapiens), Q07820;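 active = compounds that cut the binding signal by more than half at the single screening dose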;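 also: His-tagged Mcl-1 with europium anti-His antibody binding Bid BH3 peptide; 0% = Mcl-1 plus peptide wells and 100% = peptide-only wells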
Mcl1 Noxa PPI = Mcl-1/Noxa binding inhibitors, primary screen, biochemical, TR-FRET, 1536-well. Induced myeloid leukemia cell differentiation protein Mcl-1 (Homo sapiens), Q07820. TR-FRET Mcl-1/Noxa peptide binding, 2 h. inhibition, % at 21.7 µM. 220,000 compounds, 1.5% hits. AID 1022, 2008;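 active = compounds that cut the protein-peptide binding signal by more than 50% relative to plate controls in a single-dose test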;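 also: His-tagged Mcl-1 with rhodamine Noxa BH3 peptide and terbium anti-His antibody; 0% = Mcl-1 plus Noxa peptide wells and 100% = peptide-only wells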
Pf gamet viab = late stage P. falciparum gametocyte viability inhibitors, primary screen, ATP luminescence, HTS | AID 743093, 2013 | P. falciparum stage V gametocytes, 24 h | 150,000 compounds, 0.065% hits | inhibition, % at 10.9 µM;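 active = inhibition above the mean plus 3 SD of compounds within the control limits, set per campaign, cut at about 38% in these data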;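 also: 0% = DMSO wells and 100% = medium only without gametocytes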
Rab2A wt mod = modulators of GTP binding to Rab2A wildtype, primary screen, biochemical, dog, bead-based flow cytometry, multiplex. GST-Rab2 wt beads, Bodipy-GTP binding. GTP binding activity, % at 10 µM. 190,000 compounds, 0.19% hits. AID 760, 2007. Ras-related protein Rab-2A (Canis lupus familiaris), P61105;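 active = GTP binding activity at least 20 points away from 100%, either lowered or raised; inconclusive = signal likely due to the compound's own green fluorescence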;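 also: 0% = beads with excess unlabeled GTP and 100% = no-compound control corrected for plate trend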
Rab7 wt modul = modulators of GTP binding to Rab7, primary screen, biochemical, wildtype, multiplex bead flow cytometry; Rab7 GTPase wild type (dog), Bodipy-FL-GTP binding; GST-Rab7 beads, fluorescent GTP binding; actives lie on both sides; untreated = 100%, excess cold GTP = 0%; GTP binding activity (percent of control), % at 10 µM; 190,000 compounds, 0.055% hits;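 active = fluorescent GTP binding to Rab7 beads changed by at least 20 points from the 100% baseline, either direction, mostly lower; inconclusive = compound itself probably fluorescent, or too few beads counted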;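 also: median green fluorescence of bound Bodipy-FL-GTP per Rab7 bead population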
HRas wt GTP bind = modulators of GTP binding to HRas wildtype, primary screen, biochemical, bead-based flow cytometry, multiplex; GST-Ras wt beads, Bodipy-FL-GTP binding; actives lie on both sides; GTP binding activity, % at 10 µM; 190,000 compounds, 0.14% hits; AID 759, 2007;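 active = GTP binding activity at least 20% away from the 100% baseline, either lowered as inhibitor or raised as activator; inconclusive = flagged as likely green fluorescent, judged across all proteins in the well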;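 also: 0% = unlabeled GTP competition control and 100% = no-compound control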
Cdc42 wt GTP = modulators of GTP binding to wildtype Cdc42, primary screen, biochemical, multiplex bead flow cytometry, Bodipy-GTP. percent activity (GTP binding), % at 10 µM. AID 761, 2007. 190,000 compounds, 0.2% hits. GST-Cdc42 beads; actives lie on both sides. Cell division control protein 42 homolog (Homo sapiens), P60953;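 active = percent activity GTP binding at least 20 points away from the 100% baseline, either down as inhibitor or up as activator; inconclusive = compound flagged as likely green fluorescent from well-wide comparison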;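 also: median bead fluorescence of bound Bodipy-FL-GTP at 100 nM; 0% = excess unlabeled GTP control and 100% = no compound control; below 100% means less GTP binding so inhibitor and above means activator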
Bim-Mcl-1 = inhibitors of Bim peptide binding to Mcl-1, primary screen, biochemical, bead-based flow cytometry, multiplex | 190,000 compounds, 0.1% hits | Bim peptide-Mcl-1 binding | inhibition, % at 10 µM | Induced myeloid leukemia cell differentiation protein Mcl-1 (Homo sapiens), Q07820; in the data active = inhibition above about 40%;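 also: 0% = no compound tracer wells and 100% = peptide blocker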
Starred values were filed as active, the others as inactive; u = inconclusive; x = no result given. The order is random (roughly 2.7% active in at least one column).

SMILES	Rac1 mut GTP	Rac1 wt GTP bind	Avidin fluor	Mcl1-Bid inh	Mcl1 Noxa PPI	Pf gamet viab	Rab2A wt mod	Rab7 wt modul	HRas wt GTP bind	Cdc42 wt GTP	Bim-Mcl-1
CS(=O)(=O)N1CCN(S(=O)(=O)c2ccccc2[N+](=O)[O-])CC1	99	102	8	-3	-9	x	100	106	100	103	-1
O=C1OC(Nc2ccc(F)cc2F)c2ccccc21 (centres undefined)	99	103	7	13	-14	-8	102	101	103	102	6
Cc1cc(OC(=O)c2c(F)cc(F)cc2F)nc(C)n1	93	95	9	-5	-7	-32	92	94	94	91	1
O=C(Cn1nnc2ccccc2c1=O)N1CCOCC1	96	100	12	0	-6	-7	97	97	96	98	-2
CCc1oc2c(C)c(O)ccc2c(=O)c1-c1ccc2ccccc2n1	97	97	21	-45	7	x	101	103	100	97	3
COCCSc1ccccc1C(=O)Nc1cc(C)cc(C)c1	93	96	15	-49	14	1	97	95	97	95	-1
Cc1ccc(-n2c(CNc3ccc(F)cc3)nnc2SCC(=O)N2CCOCC2)cc1	101	108	6	-31	3	24	100	100	102	102	0
CCOCCOC(=O)c1cccc(NC(=O)OCC)c1	102	109	6	9	0	x	107	106	104	105	-1
CCn1nnc(-c2ccccc2NS(=O)(=O)c2ccc(S(=O)(=O)N3CCCCCC3)cc2)n1	96	97	15	-7	-12	-13	97	97	97	96	-1
Cc1ccc2[nH]c(-c3cccc(F)c3)cc(=O)c2c1	97	109	10	16	5	-5	99	100	100	102	-1
Cn1nc(OC(=O)Nc2ccc(Cl)cc2)cc1C(F)(F)F	95	99	8	-16	-7	x	96	96	99	99	0
CCOC(=O)C1NN=C(C(=O)c2ccccc2)C1c1ccccc1 (centres undefined)	97	102	6	-34	-8	10	98	94	96	94	-3
COc1cccc(-n2c(CN3CCN(Cc4ccccc4)CC3)nc3ccc([N+](=O)[O-])cc3c2=O)c1	100	105	11	-27	3	-7	99	104	102	100	-1
CCCc1ccc(-c2cc(N)n[nH]2)cc1	100	103	39	-34	-2	-43	99	99	101	102	-3
Cc1cnc(NC(=O)c2cncc(Br)c2)s1	98	100	8	-10	-6	-18	99	98	99	98	-2
CC(C)=NNc1nc2c(c(=O)[nH]c(=O)n2C)n1CCc1ccccc1	96	101	9	-60	15	8	97	104	100	95	0
O=C(CSc1nnc(-c2ccccc2)o1)Nn1cnnc1	101	104	16	-1	11	x	104	101	104	105	0
CCOC(=O)/C(C#N)=C\C1=C(N2CCCC2)CC(C)(C)OC1	100	101	20	-21	8	12	101	102	100	99	-1
COc1cccc(OC)c1C(=O)Nc1ccc(S(=O)(=O)Nc2cc(C)nc(C)n2)cc1	103	104	7	4	23	x	99	97	100	102	1
CC(=O)NC1=NN(C(C)=O)C(C)(c2ccc(Br)cc2)S1 (centres undefined)	99	103	22	-5	3	17	95	96	98	101	-4
CN(Cc1ccccc1)C(=O)CCSc1nc(-c2ccc3c(c2)OCO3)cc(C(F)(F)F)n1	93	99	5	-7	13	x	98	93	96	97	-3
O=C(Nc1cccc(CCc2ccccn2)c1)c1cc(F)c(F)cc1Cl	104	103	5	-30	-6	-3	103	104	104	104	-1
CC1(C)C(=O)Nc2ccccc2N1C(=O)CN1C(=O)c2ccccc2C1=O	101	108	8	-12	18	x	101	102	103	104	0
Cc1sc(NC(=S)NC(=O)c2ccc(C(C)(C)C)cc2)c(C#N)c1C	96	98	12	-11	6	1	96	98	99	97	-2
Cc1ccc(S(=O)(=O)NCC(=O)N(CCc2ccccc2)CC(=O)NCc2ccco2)cc1	94	95	29	-6	1	-5	97	98	98	98	-4
O=C(Nc1ccc(-c2nc3ccccc3[nH]2)cc1)c1ccc(N2C(=O)CCC2=O)cc1	102	100	9	16	-29	x	97	98	99	100	-1
CCN(CC)CCCNC(=O)Cn1cc2c(n1)CCC(C)C2 (centres undefined)	97	104	8	-7	30	x	101	100	98	102	-1
Cc1cccc(N2CCN(c3ccc(N4C(=O)CCCC4=O)cc3[N+](=O)[O-])CC2C)c1 (centres undefined)	100	104	12	-32	8	7	101	99	101	104	0
Clc1ccc(SCCCCN2CCNCC2)cc1	101	105	17	21	29	-2	100	98	99	103	-5
COc1ccc(CNc2nc3ccccc3n2CCN2CCOCC2)cc1	97	99	22	-3	21	x	99	99	98	98	-1
CCNC(=O)c1ccccc1NC(=O)c1cccc(S(=O)(=O)N2CCC(C)CC2)c1	95	94	17	13	-8	x	91	98	96	93	0
COc1ccc(Br)cc1C(=O)O	103	108	34	15	17	x	103	99	101	110	2
Cc1cc(-n2c(SCC(=O)NCc3cccs3)nc3n[nH]c(C)c3c2=N)ccc1Cl	102	101	13	-8	-36	14	102	102	101	103	-3
COc1ccc(-n2nnnc2SCC(=O)N2CCCc3ccccc32)cc1OC	97	103	7	-4	27	x	100	98	99	98	6
Cc1ccc(S(=O)(=O)N2c3ccccc3CC2C)cc1 (centres undefined)	97	96	8	-24	0	-3	97	95	96	96	-2
COc1cc(SC)ccc1C(=O)Nc1ccon1	98	105	8	-12	48	1	101	106	105	102	-2
COc1ccccc1C(=O)Nc1ncc2c(n1)CC(c1ccco1)CC2=O (centres undefined)	93	96	12	-8	54*	-12	95	94	96	96	-1
O=C(CSc1nnc(CCc2nc3ccccc3[nH]2)n1-c1ccccc1)NCc1ccccc1	97	101	20	-5	3	x	96	98	100	96	-5
Brc1ccc(CSc2ncn[nH]2)cc1	u	u	7	-14	6	x	u	u	u	u	0
O=C(CN(c1ccccn1)S(=O)(=O)c1ccccc1)Nc1ccccc1	96	99	13	9	3	-1	98	95	97	98	2
Cc1ccc(S(=O)(=O)N2CCC(C(=O)N[C@@H](C)C(=O)Nc3ccc4c(c3)OCO4)CC2)cc1	102	106	7	-12	18	-10	102	102	101	104	-1
CN(C)c1ccc(C(=O)c2ccccc2C(=O)O)c(O)c1	103	108	22	5	18	x	102	103	101	108	1
O=C/C(=C\Nc1ccccn1)c1nc2ccccc2o1	96	99	9	-12	0	x	97	101	99	98	8
CCOC(=O)CNc1cccc(C(F)(F)F)c1	95	102	10	-7	-6	8	103	104	99	97	0
COc1ccc(/C=N/c2oc(-c3ccccc3)cc2C#N)cc1OC	96	104	41	-34	7	1	98	98	97	101	5
COc1ccccc1-c1cc(N)n[nH]1	99	102	15	-12	-1	6	100	99	99	97	0
Cc1nc(/N=C(\N)NC(=O)N2c3ccccc3Sc3ccccc32)nc2ccccc12	102	101	16	-32	1	-17	98	101	99	99	0
CC(=O)Nc1ccc(S(=O)(=O)Nc2ccccn2)cc1	95	98	9	5	14	-19	96	95	96	98	-2
Cc1ccc(S(=O)(=O)N2CCN(C(=O)CSc3nnnn3C)C2)cc1	103	105	18	-12	2	-11	100	100	102	106	0
C=CCSc1nnc(-c2ccccc2NC(C)=O)c(=O)[nH]1	98	103	23	-9	20	x	101	103	103	99	-4

(continued)
SMILES	Rac1 mut GTP	Rac1 wt GTP bind	Avidin fluor	Mcl1-Bid inh	Mcl1 Noxa PPI	Pf gamet viab	Rab2A wt mod	Rab7 wt modul	HRas wt GTP bind	Cdc42 wt GTP	Bim-Mcl-1
CCOc1cccc(-c2csc(C3COc4ccccc4O3)n2)c1 (centres undefined)	99	100	1	-15	-17	2	94	96	99	98	-31
O=C(O)c1ccccc1O	103	105	11	24	42	x	101	92	99	101	-1
Cc1cccc(C)c1N1CCN(S(=O)(=O)N(C)C)CC1	96	97	21	-29	10	-38	97	96	97	98	-4
Cc1cccc(/C=N\NC(=O)c2csnn2)c1	102	105	8	-30	17	-5	103	105	102	103	-3
CCCSc1nnc(-c2c[nH]c3ccccc23)n1CC	96	100	6	-16	2	x	104	111	101	100	0
Cn1nc(-c2ccc(Cl)cc2)c2cc(C(=O)N3CCN(c4ccccc4)CC3)sc21	97	99	7	-6	-14	x	97	96	97	100	-1
COc1ccccc1C(c1nnnn1CC1CCCO1)N1CCC(C(N)=O)CC1 (centres undefined)	100	104	6	13	8	x	100	99	101	102	-5
Cc1ccc(NS(=O)(=O)c2ccc(CCC(=O)NCc3ccccn3)cc2)cc1	95	99	10	-45	4	7	99	101	97	98	0
COc1ccc(-c2csc3nc(-c4ccccc4)oc(=O)c23)cc1OC	92	89	11	32	32	7	92	92	93	95	4
O=C(NCCCN1CCOCC1)c1ccc(Sc2ccccc2Cl)c([N+](=O)[O-])c1	99	100	15	-45	4	18	98	92	98	95	-6
COc1ccc(/C=C(\C#N)C(=O)NCc2cccs2)cc1OC	101	106	3	-12	1	-15	98	102	102	102	-4
CCc1nnc(NC(=O)CN2C(=O)/C(=C/c3ccc(OC)c(OC)c3)SC2=S)s1	95	96	8	-37	5	x	95	92	93	97	3
CC(C)(C)[C@H]1C=C(C(=O)NCc2ccccc2)O[C@@H](OCc2ccc(CO)cc2)C1	94	93	6	-3	-9	12	94	96	94	94	0
CCOC(=O)N1CCN(C(=O)c2nc3ccccc3s2)CC1	95	101	11	2	7	-1	100	101	102	100	-1
C#CC[N+]1(CC#Cc2ccc(C#CC[N+]3(CC#C)CCOCC3)cc2)CCOCC1	96	103	18	6	-14	x	101	100	102	100	-1
O=C(CSCc1c(Cl)cccc1Cl)Nc1ccccc1-c1ccccc1	97	109	10	-8	-2	-7	100	104	102	102	-2
Cc1ccc(-c2nnc(N(C)C(=O)C3CCCO3)s2)cn1 (centres undefined)	99	103	14	7	13	-12	101	99	101	104	0
Cc1c(C(=O)N/N=C/c2ccc(N3CCOCC3)cc2)nc2ccccn12	90	92	10	-38	7	5	89	84	88	92	1
